# GSK3A inh: human GSK-3 alpha kinase inhibition. ADP-Glo luminescence, 60 min. AID 2650. hit rate 0.1% among 320,000. inhibition, % at 10 µM;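 in the data active = inhibition above about 50%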;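 note: GST-tagged GSK-3 alpha with peptide substrate and 25 µM ATP; 0% = DMSO neutral wells and 100% = GW8510 positive control wells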
# Target sequence (P49840 whole entry, looked up): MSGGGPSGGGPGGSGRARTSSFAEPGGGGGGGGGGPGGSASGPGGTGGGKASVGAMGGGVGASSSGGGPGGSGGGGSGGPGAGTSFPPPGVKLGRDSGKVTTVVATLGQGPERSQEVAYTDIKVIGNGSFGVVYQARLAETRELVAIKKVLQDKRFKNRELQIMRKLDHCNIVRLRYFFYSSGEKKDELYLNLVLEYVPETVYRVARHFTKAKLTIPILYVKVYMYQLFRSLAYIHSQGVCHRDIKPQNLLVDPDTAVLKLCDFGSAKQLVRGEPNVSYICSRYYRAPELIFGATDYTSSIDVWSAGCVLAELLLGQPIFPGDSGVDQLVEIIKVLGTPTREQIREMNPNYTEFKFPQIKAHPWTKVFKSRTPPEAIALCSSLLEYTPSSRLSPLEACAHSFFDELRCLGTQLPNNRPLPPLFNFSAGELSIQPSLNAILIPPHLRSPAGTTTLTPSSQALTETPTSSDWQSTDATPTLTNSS
# HSP90 refold inh: HSP90 refolding inhibition in rabbit reticulocyte lysate; luciferase refolding luminescence, 3 h; inhibition, % at 5.6 µM; hit rate 0.91% among 290,000;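 active = inhibition above the screen-wide mean plus 3 SD, computed separately per campaign, cut at about 16% in these data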;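 note: 0% = DMSO wells and 100% = 60 µM geldanamycin wells; inhibitors lower the luminescence because luciferase stays unfolded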
# AI-2 QS mod: modulates the Vibrio harveyi AI-2 quorum sensing system. Vibrio harveyi JMH597 AI-2 luminescence/OD600 ratio, 9 h; stronger effect = lower value; strain lacks LuxN and CqsS sensors; 0 = neutral-control median. activity change, % at 7.5 µM. hit rate 0.4% among 300,000. AID 2094; in the data active = activity change below about -75%, passing the limit was not always enough; inconclusive = no clear call, values can overlap the other calls;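 note: luminescence divided by OD600 gain over 9 h not by final OD600 alone; inactives centre near 13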
# HSF1 inh: HSF1 inhibition | NIH3T3-HGL HSE-luciferase, MG132-induced, luminescence 8 h; stronger effect = lower value | activity change, negative = inhibition, % at 7.5 µM (by protocol) | hit rate 0.77% among 300,000;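 active = more than half of replicate wells show activity change below -50%, luminescence cut by over half; inconclusive = some wells, but at most half, below -50%; inactive = no replicate well below -50%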;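 note: luciferase reports HSF-1 transcriptional activity via heat shock element; 0% = median of DMSO wells and -100% = zero luminescence signal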
# Platelet DG rel: platelet dense granule release activity. human platelet-rich plasma, SFLLRN dense granule ATP release, luminescence. inhibition, %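 (compounds screened at 7.5 µM in platelet-rich plasma)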. hit rate 0.22% among 300,000. AID 1663;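 active = mean replicate score, as percent of positive control, at or above 50; inconclusive = mean below 50 but at least one replicate at or above 50; inactive = mean and every replicate below 50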
# GSK3beta inhib: inhibitors of human GSK3beta kinase; P49841; GST-GSK3beta kinase, ADP-Glo luminescence, 60 min; stronger effect = lower value; activity score (negative = inhibition), % at 10 µM; hit rate 0.038% among 300,000; AID 2097;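 active = more than half of replicate wells score below -50%, meaning over 50% inhibition versus plate controls; inconclusive = some replicates but at most half score below -50%; inactive = no replicate scores below -50%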;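 note: 0% = median DMSO wells and -100% = median GW8510 positive control wells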
#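 Assay system: GST-fused GSK3beta enzyme, cell-free / Medium: Tris pH 7.5 buffer with MgCl2, DTT, BSA, heparin / Also added: peptide substrate plus 25 µM ATP (final) / Compound: 10 µM single point / Timing: kinase reaction with compound 60 min at room temperature / Detection: ADP-Glo luminescence / Benchmarks: DMSO neutral wells and GW8510 at 20 µM as positive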
# HDAC3 inh: human HDAC3 inhibition. O15379. recombinant HDAC3, fluorogenic peptide/trypsin coupled, fluorescence. inhibition, % at 8.3 µM. hit rate 0.15% among 320,000. AID 2718; in the data active = inhibition above about 26%, passing the limit was not always enough; inconclusive = no clear call, values can overlap the other calls
# Target sequence (O15379 whole entry, looked up): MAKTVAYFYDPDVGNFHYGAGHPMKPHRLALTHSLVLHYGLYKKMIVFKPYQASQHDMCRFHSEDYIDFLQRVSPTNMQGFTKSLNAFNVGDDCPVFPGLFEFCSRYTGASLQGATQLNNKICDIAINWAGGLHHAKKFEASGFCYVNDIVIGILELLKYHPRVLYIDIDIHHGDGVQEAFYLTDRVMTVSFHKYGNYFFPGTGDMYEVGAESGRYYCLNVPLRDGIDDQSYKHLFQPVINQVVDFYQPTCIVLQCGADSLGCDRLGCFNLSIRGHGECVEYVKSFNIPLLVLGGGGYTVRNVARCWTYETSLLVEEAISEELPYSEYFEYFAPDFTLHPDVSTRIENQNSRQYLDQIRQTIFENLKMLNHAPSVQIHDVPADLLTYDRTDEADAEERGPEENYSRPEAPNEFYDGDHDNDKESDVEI
# DYRK1A inh: blocks rat Dyrk1A kinase activity | Q63470 | ADP-Glo luminescence, NFATc1 peptide | inhibition, % at 12.5 µM | hit rate 0.43% among 310,000 | AID 504441; in the data active = inhibition above about 50%;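 note: plate controls were vehicle with enzyme for no effect and no enzyme for full effect; many of its hits are not listed in these tables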
# HSF1 activator: increases HSF-1 driven luciferase reporter signal | NIH3T3-HGL HSF-1 luciferase reporter, MG132, 8 h; 100% = twice DMSO control signal | activation, % at 9 µM | hit rate 1.7% among 300,000;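 active = mean replicate activation of at least 50% with a set share of replicates each reaching 50%; inconclusive = only one of those two conditions met; inactive = mean below 50% and too few replicates reaching it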;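 note: 0% = median of the neutral control wells and 100% = twice that signal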
# PolyA inh: blocks polyadenylation in yeast reporter cells. S. cerevisiae SKY197-pL101 polyadenylation reporter, beta-gal luminescence; efflux-impaired pdr1/pdr3 knockout yeast; score 100 = 6 SD above DMSO. calls only at 12 µM. hit rate 0.02% among 300,000. AID 1875;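 active = lowest replicate activity score at least 50, where 100 means six control SD above control mean; inconclusive = lowest score under 50 but half or more replicates reach 50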;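 note: yeast exposed to compound for 9 h at 30 °C; higher score means more reporter readthrough which indicates perturbed polyadenylation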
# * hit, by the source's call; i = inactive; ? = inconclusive; . = no result given. The list is partial; rates above refer to the full screens.
# Below each SMILES – PolyA inh	DYRK1A inh	HDAC3 inh	GSK3beta inhib	Platelet DG rel	GSK3A inh	HSF1 inh	HSF1 activator	HSP90 refold inh	AI-2 QS mod
- Cn1c(=O)[nH]c(=O)c2c1nc(OC(=O)c1ccccc1)n2CC(O)COc1ccc(F)cc1 (stereo not given)
→ i	3	.	8	9	.	1	12	0	6
- S=c1[nH]c2ccccc2c2ccccc12
→ i	10	2	4	7	0	4	8	0	3
- O=C(CSc1nc(C2CC2)nc2ccccc12)N1CCc2ccccc2C1
→ i	.	9	-6	1	-5	7	10	1	8
- COC/C=C/C1=CC2=CC(=O)C(C)(OC(=O)c3cnc4ccccc4n3)C(=O)C2=CN1CCCOC(C)C (stereo not given)
→ i	4	-7	5	5	1	-3	-10	.	37
- Cc1ccc(NC(=O)N2C3CCCC2CC(NC(=O)C2CC2)C3)cc1 (stereo not given)
→ i	-3	-3	1	-3	-3	0	3	-2	2
- CNCc1ccccc1OCC(=O)Nc1ccccc1
→ i	-2	-5	1	-5	2	14	33	2	40
- S=C(Nc1cccc2ccccc12)N1CCN(c2ncccn2)CC1
→ i	8	-4	4	8	.	17	19	-2	15
- O=C(O)c1nnn(-c2ccc(F)cc2F)c1-c1ccccc1
→ i	-1	6	1	-1	-7	-10	16	-3	10
- FC(F)(F)c1nc2ncc(Cl)cc2[nH]1
→ i	7	1	-8	7	-4	-7	4	4	10
- CCCC(=O)NC(=S)Nc1ccccc1OC
→ i	3	-7	1	-6	2	1	34	-1	-32

# Later entries.
# Below each SMILES – PolyA inh	DYRK1A inh	HDAC3 inh	GSK3beta inhib	Platelet DG rel	GSK3A inh	HSF1 inh	HSF1 activator	HSP90 refold inh	AI-2 QS mod
- CCC(CC)C(=O)Nc1cccc(/C(C)=N\NC(=O)c2ccc(C)s2)c1
→ i	.	-1	1	-13	0	-1	5	-2	2
- C=C1CCC[C@]2(C)C[C@H]3OC(=O)C(CNC(C)CC)[C@H]3CC12 (stereo not given in full)
→ i	-1	?	-2	-9	-2	11	30	3	10
- O=C(COc1ccccc1)NC1CCSc2ccccc21 (stereo not given)
→ i	-3	-2	0	0	0	4	14	.	12
- CCOC(=O)C1=C(c2ccccc2)Nc2ncnn2C1c1ccccn1 (stereo not given)
→ i	4	1	0	-2	0	1	21	0	10
- CC1(c2ccccc2)O[C@@H]2C[C@H]3[C@@H]4CCC5=CC(=O)C=C[C@]5(C)[C@@]4(F)[C@@H](O)C[C@]3(C)[C@]2(C(=O)CO)O1 (stereo not given in full)
→ i	-3	5	-3	-3	-2	-38	-45	4	12
- Cc1ccc(NC(=O)C2CCC(=O)N2)cc1C (stereo not given)
→ i	3	1	1	-4	2	-3	-4	2	13
- Cc1ccc(CSc2nc(-c3ccccc3)c(C#N)c(=O)[nH]2)cc1
→ i	-10	1	3	-3	-7	0	1	-1	10
- O=C(Nc1ccc(N2CCCCC2)cc1)c1ccc(F)cc1
→ .	-5	13	1	10	-5	12	17	-1	5
- Cc1ccccc1CSCCNS(C)(=O)=O
→ i	1	-4	-1	9	0	-1	-4	4	8
- O=C(CCc1ccc(S(=O)(=O)N2CCOCC2)cc1)Oc1ccccc1
→ i	4	7	1	-4	-1	-6	1	-3	-62

# The list continues:
# Below each SMILES – PolyA inh	DYRK1A inh	HDAC3 inh	GSK3beta inhib	Platelet DG rel	GSK3A inh	HSF1 inh	HSF1 activator	HSP90 refold inh	AI-2 QS mod
- CCCCN(C(=O)c1cccc(S(=O)(=O)N(C)c2ccc(C)cc2)c1)c1c(N)n(CCCC)c(=O)[nH]c1=O
→ i	6	-2	-4	-4	2	8	22	.	3
- O=C1C2CC=C(Cl)CC2C(=O)N1CCN1CCOCC1 (stereo not given)
→ i	1	0	-2	6	-1	0	22	0	11
- Cc1cc2nc(CCN3CCOCC3)n(S(=O)(=O)c3ccc(C(C)(C)C)cc3)c2cc1C
→ i	1	8	1	-13	-1	14	10	3	4
- Cc1c(C(=O)OC(C)C)sc(NC(=O)C2CCCO2)c1C(=O)OC(C)C (stereo not given)
→ i	0	-4	1	-5	2	-3	-8	3	16
- CCc1nnc(NS(=O)(=O)c2ccc(Nc3ccc([N+](=O)[O-])c4nonc34)cc2)s1
→ i	5	5	-2	4	9	-2	13	-2	-3
- CC(NC(=O)/C(C#N)=C/c1ccc(OCC(=O)O)cc1)c1ccccc1 (stereo not given)
→ i	.	2	-2	4	-3	0	17	-5	12
- CCOc1cc(/C=C/C(=O)O)ccc1OCc1ccccc1
→ i	-2	-1	4	-5	-2	3	2	0	12
- CCOC(=O)c1nc(N2CCN(C(=O)OCC)CC2)c2c3c(sc2n1)CCCC3
→ i	1	-11	1	-8	-2	-8	-8	3	13
- Cc1nc(N2CCOCC2)c2c(C)c(C(=O)Nc3ccccc3C(F)(F)F)sc2n1
→ i	-8	1	3	-1	2	7	3	-2	4
- O=C1OC(C(=O)NCc2ccccc2)Cc2ccccc21 (stereo not given)
→ i	3	-5	-1	-13	-2	.	.	-3	-10

# Single entries from above.
# DYRK1A inh with S=C(Nc1cccc2ccccc12)N1CCN(c2ncccn2)CC1 = 8
# DYRK1A inh with CCCC(=O)NC(=S)Nc1ccccc1OC = 3
# HSF1 inh with O=C(CSc1nc(C2CC2)nc2ccccc12)N1CCc2ccccc2C1 = 7
# GSK3A inh with COC/C=C/C1=CC2=CC(=O)C(C)(OC(=O)c3cnc4ccccc4n3)C(=O)C2=CN1CCCOC(C)C (stereo not given) = 1
# GSK3A inh with O=C(O)c1nnn(-c2ccc(F)cc2F)c1-c1ccccc1 = -7

# Reprinted at random: 4 compounds from above
# Below each SMILES – PolyA inh	DYRK1A inh	HDAC3 inh	GSK3beta inhib	Platelet DG rel	GSK3A inh	HSF1 inh	HSF1 activator	HSP90 refold inh	AI-2 QS mod
- CCc1nnc(NS(=O)(=O)c2ccc(Nc3ccc([N+](=O)[O-])c4nonc34)cc2)s1
→ i	5	5	-2	4	9	-2	13	-2	-3
- O=C1OC(C(=O)NCc2ccccc2)Cc2ccccc21 (stereo not given)
→ i	3	-5	-1	-13	-2	.	.	-3	-10
- Cc1cc2nc(CCN3CCOCC3)n(S(=O)(=O)c3ccc(C(C)(C)C)cc3)c2cc1C
→ i	1	8	1	-13	-1	14	10	3	4
- O=C1C2CC=C(Cl)CC2C(=O)N1CCN1CCOCC1 (stereo not given)
→ i	1	0	-2	6	-1	0	22	0	11

# Going on with the list.
# Below each SMILES – PolyA inh	DYRK1A inh	HDAC3 inh	GSK3beta inhib	Platelet DG rel	GSK3A inh	HSF1 inh	HSF1 activator	HSP90 refold inh	AI-2 QS mod
- Cc1ccc(S(=O)(=O)N2CCOC2CNC(=O)C(=O)NCc2cccnc2)cc1 (stereo not given)
→ i	2	-2	2	10	-1	-4	-19	-1	10
- Cc1cc(-c2cc(-c3ccccc3)on2)nc(NC2CCCC2)n1
→ i	1	-1	3	-2	1	12	2	.	24
- COC(=O)c1cc2c(ccn2-c2ccc(F)cc2)n1CC(C)C
→ i	-2	-1	0	1	-4	-2	-3	-3	25
- S=c1oc(-c2ccncc2)nn1CCc1ccncc1
→ i	-2	.	-14	-3	23	-7	7	-3	4
- O=S(=O)(c1cccs1)N1CCCc2cccc(O)c21
→ i	0	2	2	4	1	-4	14	2	2
- COc1ccc(C)c(-n2c(=O)n(Cc3ccccc3)c(=O)c3[nH]cnc32)c1
→ i	.	.	7	-5	6	-10	16	1	15
- O=C(COC(=O)C1=COCCO1)Nc1ccccc1
→ i	-1	2	1	-2	0	0	0	1	18
- O=C(COc1cccc2cccnc12)NNC(=O)Nc1ccccc1
→ i	.	-2	-2	2	0	2	6	7	11
- Cc1ccc(CN(Cc2ccco2)C(=S)Nc2ccccc2C)cc1
→ i	15	-5	1	-2	1	7	8	-1	16
- Cc1ccc(NC(=S)Nc2ccc(OC(F)F)c(Cl)c2)cc1F
→ i	6	-1	3	1	0	-7	-9	-2	-4

# Additional structures follow.
# Below each SMILES – PolyA inh	DYRK1A inh	HDAC3 inh	GSK3beta inhib	Platelet DG rel	GSK3A inh	HSF1 inh	HSF1 activator	HSP90 refold inh	AI-2 QS mod
- CCC(CC)C1=NN2C(=N)/C(=C/c3ccc(OC(=O)c4ccco4)cc3)C(=O)N=C2S1
→ i	-2	32*	-1	-2	.	0	1	0	24
- O=C(COC(=O)c1ccc([N+](=O)[O-])s1)NCc1ccccc1
→ i	-5	3	3	-4	0	-1	1	2	23
- CC(=O)N1CCN(C(=O)COc2ccc(Br)cc2)CC1
→ i	2	0	1	-2	1	-4	27	0	7
- O=C(NCc1nnc(SCC(=O)N2CCCC2)o1)c1cccc(C(F)(F)F)c1
→ i	3	10	-2	0	0	-1	-5	-3	5
- O=C(NC12CC3CC(CC(C3)C1)C2)C1CCCN1C(=O)Nc1ccccc1 (stereo not given)
→ i	0	-2	-1	4	0	-5	-13	-3	10
- Cc1cc(C)n(-c2nnc(C)n2NC(=O)c2cccc(Cl)c2)n1
→ i	-1	-2	5	-5	-2	-2	-17	1	4
- O=C(NCc1cc(C(F)(F)F)cc(C(F)(F)F)c1)C1CC(c2cccc(F)c2)=NO1 (stereo not given)
→ i	13	11	-3	0	-3	14	28	.	10
- O=C(CCCn1c(=S)[nH]c2ccsc2c1=O)NC1CCCCC1
→ i	-5	4	3	10	1	13	35	-1	47
- O=C(/C=C/Nc1ccc(F)c(F)c1)c1cccs1
→ i	10	6	1	3	-5	27	33	1	16
- Cc1ccc2ncnc(Nc3ccccc3)c2c1
→ i	-5	3	0	0	0	1	12	-3	-26

# Continued:
# Below each SMILES – PolyA inh	DYRK1A inh	HDAC3 inh	GSK3beta inhib	Platelet DG rel	GSK3A inh	HSF1 inh	HSF1 activator	HSP90 refold inh	AI-2 QS mod
- CCn1nc(C(=O)Nc2ccccc2C)c(Cl)c1Cl
→ i	1	-2	3	0	-1	2	9	-5	4
- CC1CCN(CC(C)OC(=O)c2ccco2)CC1 (stereo not given)
→ i	-6	3	3	-5	-3	-4	-28	3	3
- O=C(O)c1ccccc1C(=O)NNc1ccc(Cl)cc1Cl
→ i	-4	1	2	12	.	-1	-2	-3	1
- COc1ccc(CC(=O)N2CCN(c3ccccc3OC)CC2)cc1OC
→ i	-1	0	-3	-3	2	4	14	3	4
- CCNC(=S)N1CCC(C(N)=O)CC1
→ i	-4	-3	-1	2	-2	-4	-9	1	12
- O=S(=O)(/N=C/N1CCOCC1)c1ccc(Cl)cc1
→ i	-1	4	0	2	2	-1	3	-3	29
- CN(C)N1C(N)=C(C#N)C(c2cccc(Cl)c2)C2=C1CCCC2=O (stereo not given)
→ i	-1	2	0	16	6	1	17	6	0

# Bioassay records (PubChem BioAssay)
